From PubChem BioAssay
Tb PFK inh – inhibitors of T. brucei phosphofructokinase; O15648; T. brucei PFK, ADP-Glo luminescence; Potency, µM (titrated, usually from 57.5 µM), inactives show at the top dose activity, negative = inhibition, usual class: inhibitors; 0.17% of 330,000 active; AID 485367;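 further: potency means the concentration at half of the fitted maximal effect; 0% = uninhibited 1x PFK enzyme wells and -100% = no-enzyme wells; nearly all actives have a fitted effect of over 60% in size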
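Luminescent ADP detection (ADP-Glo, two-step: ATP depletion then ADP-to-ATP conversion for luciferase) reported PFK activity after 45 min room-temperature reaction of 1.25 nM enzyme with 0.5 mM F6P and 0.1 mM ATP at pH 8.0.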
TCR activator – T cell receptor activation; primary human leukocytes, anti-CD3, IL-2 HTRF, 48 h; AID 504894; 330,000 tested, under 10 active; Potency, µM (top dose mostly 9.22 µM), inactives show top-dose activation of IL-2 secretion, actives largely listed as activators; further: % of control where 0% means no effect
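Readout: HTRF IL-2, Eu-cryptate/d2 antibody pair, 320nm excitation, 665nm emission. Stimulus: a-CD3 beads, no co-stimulation. Cells: primary human leukocytes. Exposure: 48 hr with compound.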
ELG1 repair inh – blocks ELG1-dependent DNA repair in HEK293T cells. HEK293T ELG1-luciferase reporter, luminescence, 16 h; DNA damage induced by 5-fluorouridine. Potency, µM (highest dose often 46.1 µM), for inactives: top-dose activity change, negative = inhibition, hits mostly inhibitors. 2.3% of 330,000 active. AID 504467; further: potency means the concentration at half of the fitted maximal effect; on the % scale 0 is the no-effect control and ±100 the full control effect; nearly all actives have a fitted effect of over 55% in size
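Step one: seed 2,000 cells per well. Step two: pin-transfer compound or DMSO alongside 5-fluorouridine. Step three: incubate 16 hr, 37 °C, 5% CO2. Step four: add ONE-Glo, wait 30 min, read luminescence.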
B2AR arrestin – agonists driving beta-arrestin recruitment to human beta2-adrenergic receptor; P07550; beta-arrestin recruitment to beta2AR, cell-based reporter; Potency, µM (highest dose often 46.1 µM), for inactives: at the top dose activation, actives largely listed as activators; 0.02% of 330,000 active; AID 492947;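 further: potency means the concentration at half of the fitted maximal effect; 0% = DMSO controls and full agonism = EC100 isoproterenol or metaproterenol; nearly all actives have a fitted effect of over 65% in size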
TSHR antag – blocks TSH signaling through the human TSH receptor; 0.2% of 330,000 active; TSHR-expressing cells, TSH-stimulated cAMP HTRF, 2 h; active compounds read low; AID 504810; activity change, negative = inhibition, % at 11.5 µM;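 active means activity change below a set negative limit, meaning inhibition stronger than a set level, cut at about -70% in these data; inconclusive means activity change between two set negative limits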; further: on the % scale 0 is the no-effect control and ±100 the full control effect
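Freshly harvested TSHR cells receive pin-tooled compound, then EC80 TSH at 4nM final. After 2 hours at 37 deg C, antibody in lysis buffer and cAMP-d2 are added; 30 minutes at ambient temperature precede the HTRF read.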
uPA surface inh – inhibitors of cell surface uPA generation; cell surface uPA generation assay, qHTS; Potency, µM (doses to about 38.3 µM), inactives show at the highest dose activity change, negative = inhibition, most hits filed as inhibitors; 0.31% of 330,000 active; AID 540303; active means well fitted inhibition curve with a large enough effect; inconclusive means small, poorly fitted or top-dose-only effect; inactive means no such curve, though single readings can be large or run the other way; tested in mouse RAW 264.7 cells; further: potency means the concentration at half of the fitted maximal effect; on the % scale 0 is the no-effect control and ±100 the full control effect; nearly all actives have a fitted effect of over 55% in size
Mito fusion yeast – blocks mitochondrial division or promotes mitochondrial fusion; 0.23% of 320,000 active; Potency, µM (series often up to 46.1 µM), inactives show at the highest dose growth rescue (activation), usual class: activators; S. cerevisiae fusion-defective mutant growth rescue, CellTiterGlo 48 h;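 further: potency means the concentration at half of the fitted maximal effect; % of control where 0% means no effect; nearly all actives have a fitted effect of over 45% in size; temperature-sensitive fusion mutants such as fzo1-1 at 37 °C on non-fermentable ethanol glycerol medium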
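Luminescent cell viability in 1536-well qHTS format served as the measure of rescued growth in ts fusion-mutant S. cerevisiae cultured on non-fermentable YPEG for 48 hours at 37C.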
TSG101-PTAP inh – blocks PTAP/TSG101 interaction to inhibit HIV-1 budding | Fluorescence polarization, FITC-PTAP peptide / Tsg101 binding | Potency, µM (titrated, usually from 115 µM), without a hit: top-dose activity change, negative = inhibition, hits mostly inhibitors | 340,000 tested, under 10 active; active means well fitted inhibition curve with a large enough effect in the main read-out, with a control signal flat, not every such curve was filed as active; inconclusive means small, poorly fitted or top-dose-only effect, or effect the other way, or a change in a side signal; inactive means no such curve, though single readings can be large or run the other way; further: potency means the concentration at half of the fitted maximal effect; % of control where 0% means no effect
Target sequence (Q99816 whole entry, looked up): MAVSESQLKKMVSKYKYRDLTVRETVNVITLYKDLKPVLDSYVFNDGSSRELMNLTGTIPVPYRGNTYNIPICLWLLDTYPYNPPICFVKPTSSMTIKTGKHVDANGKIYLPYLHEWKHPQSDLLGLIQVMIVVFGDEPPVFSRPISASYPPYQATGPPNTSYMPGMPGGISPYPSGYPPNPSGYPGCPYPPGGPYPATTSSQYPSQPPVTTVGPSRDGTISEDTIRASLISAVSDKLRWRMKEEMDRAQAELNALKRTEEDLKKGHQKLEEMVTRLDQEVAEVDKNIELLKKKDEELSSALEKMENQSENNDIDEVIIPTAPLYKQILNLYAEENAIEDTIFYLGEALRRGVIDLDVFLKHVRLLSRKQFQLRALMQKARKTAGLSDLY
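Compounds were pin-transferred onto Tsg101 binding domain (10 uM final) in HEPES pH 7.5 buffer, then FITC-PTAP peptide was added at 50 nM final. After 20 min at RT, polarization reported peptide displacement across a qHTS concentration series.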
Eya2 inh – blocks the phosphatase activity of human Eya2; recombinant Eya2, OMFP fluorescence dephosphorylation (OMFP is methylfluorescein phosphate); Potency, µM (titrated, usually from 76.9 µM), inactives show top-dose activity, negative = inhibition, usual class: inhibitors; 0.006% of 330,000 active; AID 488837; further: potency means the concentration at half of the fitted maximal effect; on the % scale 0 is the no-effect control and ±100 the full control effect
Target sequence (O00167 whole entry, looked up): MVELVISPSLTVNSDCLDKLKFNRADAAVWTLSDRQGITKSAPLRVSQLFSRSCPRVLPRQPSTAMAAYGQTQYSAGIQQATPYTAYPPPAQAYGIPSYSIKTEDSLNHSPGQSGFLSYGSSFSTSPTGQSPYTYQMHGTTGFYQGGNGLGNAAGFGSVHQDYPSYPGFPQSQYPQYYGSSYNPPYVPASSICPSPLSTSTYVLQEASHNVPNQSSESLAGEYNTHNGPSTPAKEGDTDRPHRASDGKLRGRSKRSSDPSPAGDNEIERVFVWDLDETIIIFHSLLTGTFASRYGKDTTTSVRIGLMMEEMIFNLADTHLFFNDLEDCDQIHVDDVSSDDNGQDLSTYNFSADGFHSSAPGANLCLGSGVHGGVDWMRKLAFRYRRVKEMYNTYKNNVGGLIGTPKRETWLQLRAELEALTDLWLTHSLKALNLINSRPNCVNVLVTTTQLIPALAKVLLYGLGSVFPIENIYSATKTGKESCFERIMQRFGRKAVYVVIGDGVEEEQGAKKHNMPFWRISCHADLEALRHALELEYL
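Eya2 (0.2 uM) preincubated 10 min at ambient with compound, then OMFP substrate added at 50 uM; 10 min reaction in 50 mM HEPES pH 7.5, 50 mM NaCl, 5 uM MgCl2, 0.05% BSA, 1 mM DTT. Fluorescence read at Ex 485/Em 525 nm.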
Chronic BCR inh – inhibitors of chronic active B-cell receptor signaling. 0.05% of 340,000 active. Potency, µM (series often up to 46.1 µM), for inactives: at the highest dose ratio change, negative = lower green/red ratio, most hits filed as inhibitors. AID 493014. ABC-DLBCL IkBa-CBG/CBR reporter, luminescence ratio, 4 h; active means well fitted inhibition curve with a large enough effect in the signal ratio, with a control signal flat, not every such curve was filed as active; inconclusive means small, poorly fitted or top-dose-only effect, or effect the other way, or a change in a side signal; the % refers to the signal ratio;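 further: potency means the concentration at half of the fitted maximal effect; plate controls were basal doxycycline-induced cells for no effect and cells given 10 µM MG132 for full effect; MG132 reads +100%, hits lower the ratio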
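Doxycycline induced both beetle luciferases in TMD8 lymphoma cells; IKK-driven degradation limits the IkappaBalpha-fused green signal, while red luminescence normalises for cell number and nonspecific effects. Compounds tested up to 46 uM, 4 hrs.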
USP2a block – USP2a (human) protease inhibition; O75604; USP2 core, Ub-CHOP2 coupled fluorogenic reporter, 485/531; 0.01% of 330,000 active; Potency, µM (doses to about 38.3 µM), for inactives: top-dose activity change, negative = inhibition, hits mostly inhibitors; AID 463254;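 further: potency means the concentration at half of the fitted maximal effect; plate controls were DMSO wells for no effect and full inhibition by NEM control for full effect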
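USP2 core (10nM final) preincubated 30min RT with compound in 20mM Tris-HCl pH 8.0, 2mM CaCl2, 2mM beta-mercaptoethanol, 0.05% CHAPS; 25nM Ub-CHOP2 plus 25nM reporter substrate added, fluorescence (Ex485/Em531) read after 60min.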
Active calls of the source: *; ? = inconclusive; / = no result given; [ ] = another dose, or the depositor's remark. Unless noted, the call rests on the fitted dose curve; in most records, active means well fitted curve in the direction sought with a large enough effect; inconclusive means small, poorly fitted or top-dose-only effect, or another doubt; inactive means no such curve, though single readings can be large; an effect the other way counts as inactive or inconclusive.

SMILES	Tb PFK inh	TCR activator	ELG1 repair inh	B2AR arrestin	TSHR antag	uPA surface inh	Mito fusion yeast	TSG101-PTAP inh	Eya2 inh	Chronic BCR inh	USP2a block
NC(=O)c1ccc[n+](CC(=O)OCCC23CC4CC(CC(C4)C2)C3)c1	1%	-3%	3%	3.4%	11	-1%	0%	-1%	-8%	-7%	3%
CCCn1c(SCC(=O)Nc2ccc(C)c(S(=O)(=O)N3CCOCC3)c2)n[nH]c1=O	2%	8%[46.1 µM]	-7%	0.0%	4	3%	-4%	-2%	-1%	-30%	1%
CCOC(=O)c1nn(-c2ccc(Cl)cc2)c2nc(-c3ccc(C)cc3)c(C#N)c(=O)n12	-1%	4%	-16%	-0.1%	-17	-3%	28%	-1%	-12%	0%	4%
Nc1nc(C23CC4CCC(CC(C4)C2)C3)cs1	-6%	-6%	-4%	-0.4%	-8	4%	10%	1%	-9%	2%	1%
O=C(CNC(=O)c1cccs1)NCCN1CCC(Cc2ccccc2)CC1	0%	-2%[46.1 µM]	-4%	0.0%	-6	/	-11%	/	3%	-7%	2%
CC1(C)Cc2c(sc3nc(NCCN4CCOCC4)n4ncnc4c23)CO1	3%	-23%	-13%	0.0%	2	4%	1%	-6%	-22%[15.4 µM]	-1%	2%
CC(=O)c1c(N2CCOCC2)nc(=S)n(-c2ccccc2)c1C	2%	/	9%	-0.2%	-8	-10%	2%	-2%	-2%	?	1%
CCC(C)(C)NC(=O)CN(Cc1ccco1)C(=O)CCC(=O)Nc1nccs1	-1%	0%	-14%	-0.2%	17	-1%	-3%	-5%	13%	2%	-1%
CC(Sc1nnc2ccccn12)C(=O)Nc1ncc(Cl)cc1Cl (configuration not stated)	-4%	-5%	?	0.1%	-1	5%	-1%	-4%	-7%	1%	0%
Cc1ccc(NC(=O)Cc2sc(C)nc2-c2ccc(C)cc2)cc1	-5%	-3%[46.1 µM]	?	-0.3%	5	5%	-11%	-7%	-11%	?	3%
CC(Sc1nccn1C)C(=O)Nc1ccc(Cl)cn1 (configuration not stated)	0%	-3%	14%	2.1%	10	2%	-1%	-1%	10%	4%	2%
O=C(Nc1ccc(Cc2ccncc2)cc1)c1ccc(N2CCOCC2)c([N+](=O)[O-])c1	-1%	1%	?	0.0%	-5	0%	0%	0%	3%	?	1%
CCN(CC)S(=O)(=O)c1ccc(N2CCCCC2)c(NC(=O)C2CCN(C(=O)c3ccc(F)cc3)CC2)c1	0%	2%	?	0.0%	6	1%	-2%	-5%	-8%	?	-7%
Oc1ccc(C2=CSC3=NCCN23)cc1O	-11%	3%	-3%	0.3%	9	-2%	8%	2%	0%	-3%	5%
CCN(CC)S(=O)(=O)c1ccc(Cl)c(C(=O)Nc2nnc(C)s2)c1	1%	-2%	-7%	-1.7%	-10	1%	0%	2%	13%	?	2%
C=CCNC(=O)/C=C/c1ccc(C(C)C)cc1	0%	3%[46.1 µM]	?	0.3%	-5	-3%	18%	0%	6%	?	1%
COC(=O)[C@H](Cc1ccccc1)NC(=O)[C@@H](N)CC(=O)OCc1ccccc1	-14%	4%	8%	0.3%	22	3%	-7%	3%	-4%	-3%	0%
O=C1c2ccccc2C(=O)c2c(NCCCN(CCO)CCO)cccc21	1%	-1%	-2%	0.2%	-21	-11%	1%	-1%	-4%	?	2%
CCOC(=O)N1CCC(N2C(=O)c3ccc(C(=O)NCCC(C)C)cc3C2=O)CC1	-8%	0%	2%	-1.0%	-5	6%	-2%	0%	8%	-9%	-2%
CC(=O)N1CC2(C)CN(C(C)=O)CC(C)(C1)C2O (configuration not stated)	-10%	5%	-2%	-0.6%	14	-3%	-1%	-17%	-14%	5%	1%
CC(C)(C)NS(=O)(=O)c1ccc(NS(=O)(=O)Cc2ccccc2)cc1	0%	/	5%	0.0%	-3	/	0%	-7%	-9%	-2%	2%
CCN(CC)c1c(-c2ccccc2)c2cc(C)ccc2[nH]c1=O	0%	4%[46.1 µM]	10%	-0.5%	11	-30%	8%	-7%	-1%	-11%	0%
CN(C)S(=O)(=O)c1cccc(NC(=O)COC(=O)[C@H](Cc2ccccc2)NC(=O)c2ccco2)c1	-3%	0%	4%	-0.2%	-1	-1%	/	-2%	-5%	-15%	-1%
CC(C)n1c(/C=C/c2ccccc2)nc2ccccc21	-4%	-1%[46.1 µM]	?	3.5%	-5	-15%	30%	-3%	-24%	6%	0%
O=C(NC1CCCCC1)c1ccc(CS(=O)Cc2ccccc2Cl)o1 (configuration not stated)	1%	-5%	0%	0.2%	1	-2%	-1%	-6%	?	2%	-3%
Cc1cccc(OCC(=O)NCC(=O)N/N=C/c2cccs2)c1	4%	4%[46.1 µM]	5%	-0.6%	-4	0%	1%	-2%	-3%	1%	0%
CCOc1ccc(NC(=O)CN(C)C(=O)CN2C(=O)C3CCCCC3C2=O)cc1OCC (configuration not stated)	2%	/	9%	-0.2%	17	13%	-1%	0%	17%	?	3%
COCCN(C(=O)CCc1nnc(CCc2c[nH]c3ccccc23)o1)C(C)C	-1%	6%	0%	-0.1%	3	-2%	1%	-1%	4%	6%	3%
CCOc1cc(/C=C(\CC(=O)O)c2nc3ccccc3s2)ccc1OC	26%	-17%	11%	0.0%	0	-15%	4%	-1%	1%	?	2%
Cc1ccc2nc(NC(=O)CN(C)S(=O)(=O)c3cccc4nsnc34)sc2c1	-2%	-27%	2%	-0.3%	-6	-8%	-2%	-2%	7%	?	4%
COc1ccc(C)cc1S(=O)(=O)N(CC(=O)O)c1ccccc1	0%	-5%	15%	-0.5%	-8	5%	-3%	0%	4%	2%	-2%
Cc1ccc(-c2[nH]ncc2C(=O)c2ccccc2C)c(O)c1	2%	-2%	?	-0.1%	-6	4%	23%	-4%	-7%	-12%	-2%
O=[N+]([O-])c1ccc(CSc2ncnc3ccccc23)cc1	-24%	-1%	?	0.0%	-3	2%	-4%	2%	3%	-14%	3%
CCCCN(CC)S(=O)(=O)c1ccc(C(=O)Nc2nnc(-c3cccs3)o2)cc1	7%	-10%	?	-0.3%	-3	-7%	8%	-5%	21%	-1%	0%
CC(C)Oc1ccc(CN2CCCC(CO)(Cc3ccccc3)C2)cc1CO (configuration not stated)	4%	-4%	8%	-1.6%	0	3%	-2%	1%	-6%	-1%	-5%
O=C(NCC(c1cccs1)N1CCOCC1)C1CCN(S(=O)(=O)c2ccccc2C(F)(F)F)CC1 (configuration not stated)	1%	1%	-20%	-0.9%	15	-6%	1%	0%	-10%	-3%	-7%
C=CCCc1ccc(C#N)c(SCc2c(C(=O)OCC)c3cc(OC(C)=O)c(Br)cc3n2C)n1	-3%	2%[46.1 µM]	2.3µM*	-0.1%	12	?	2%	1%	-4%	1%	4%
O=c1c2ccccc2nc(SCc2cn3ccsc3n2)n1-c1ccccc1	17%	-5%	?	-0.9%	14	-1%	15%	-2%	15%	-18%	-8%
Cc1cc(C(=O)N2CCN(C(c3ccccc3)c3ccccc3)CC2)on1	-4%	11%	-7%	-0.1%	-10	-5%	2%	-1%	-5%	-17%	2%

Four consecutive records from above, for reference:
SMILES	Tb PFK inh	TCR activator	ELG1 repair inh	B2AR arrestin	TSHR antag	uPA surface inh	Mito fusion yeast	TSG101-PTAP inh	Eya2 inh	Chronic BCR inh	USP2a block
Cc1ccc2nc(NC(=O)CN(C)S(=O)(=O)c3cccc4nsnc34)sc2c1	-2%	-27%	2%	-0.3%	-6	-8%	-2%	-2%	7%	?	4%
COc1ccc(C)cc1S(=O)(=O)N(CC(=O)O)c1ccccc1	0%	-5%	15%	-0.5%	-8	5%	-3%	0%	4%	2%	-2%
Cc1ccc(-c2[nH]ncc2C(=O)c2ccccc2C)c(O)c1	2%	-2%	?	-0.1%	-6	4%	23%	-4%	-7%	-12%	-2%
O=[N+]([O-])c1ccc(CSc2ncnc3ccccc23)cc1	-24%	-1%	?	0.0%	-3	2%	-4%	2%	3%	-14%	3%
